Source: PubChem
TRPC4 inh – inhibitors of mouse TRPC4 channel; Q9QUQ5; HEK293 TRPC4beta/mu-opioid, DAMGO-evoked Fluo4 calcium flux; hits give low values; B-score at 10 µM; actives 0.39% (n = 300,000); AID 2247;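 active = B-score over 3 SD under the library average, no early fluorescence shift, positive overall ratio signal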
Target sequence (Q9QUQ5 whole entry, looked up): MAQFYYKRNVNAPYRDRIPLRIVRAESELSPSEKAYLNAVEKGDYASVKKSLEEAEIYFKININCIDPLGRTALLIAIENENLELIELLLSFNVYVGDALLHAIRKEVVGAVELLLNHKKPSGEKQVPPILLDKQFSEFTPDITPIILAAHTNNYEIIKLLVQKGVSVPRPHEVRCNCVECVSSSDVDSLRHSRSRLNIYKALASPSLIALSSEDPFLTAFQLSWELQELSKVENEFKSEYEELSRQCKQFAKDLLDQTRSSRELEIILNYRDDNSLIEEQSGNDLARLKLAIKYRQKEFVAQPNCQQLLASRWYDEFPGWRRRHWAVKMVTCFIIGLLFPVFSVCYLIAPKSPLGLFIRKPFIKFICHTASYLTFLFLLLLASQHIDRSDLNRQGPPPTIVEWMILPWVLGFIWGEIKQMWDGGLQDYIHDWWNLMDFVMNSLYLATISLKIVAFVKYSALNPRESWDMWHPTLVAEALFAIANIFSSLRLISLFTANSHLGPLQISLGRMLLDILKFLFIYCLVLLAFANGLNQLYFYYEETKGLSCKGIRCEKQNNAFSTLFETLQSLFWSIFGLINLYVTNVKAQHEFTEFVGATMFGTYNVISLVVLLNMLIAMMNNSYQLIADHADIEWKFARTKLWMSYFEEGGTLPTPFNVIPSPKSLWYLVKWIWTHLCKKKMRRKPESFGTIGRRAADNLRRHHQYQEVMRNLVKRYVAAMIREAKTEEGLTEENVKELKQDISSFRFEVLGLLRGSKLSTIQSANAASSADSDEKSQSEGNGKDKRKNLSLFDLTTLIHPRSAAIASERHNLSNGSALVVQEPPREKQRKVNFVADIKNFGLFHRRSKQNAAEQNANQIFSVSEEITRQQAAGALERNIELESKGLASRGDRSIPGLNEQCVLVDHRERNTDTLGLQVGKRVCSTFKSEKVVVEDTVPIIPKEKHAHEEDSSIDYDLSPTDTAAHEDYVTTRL
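Assay system: HEK293 cells with stable TRPC4beta plus mu-opioid receptor expression; Probe or stimulus: DAMGO in two steps, submaximal then maximal; Dosing: single-point compound dosing; Measured by: Fluo4 calcium-dye fluorescence, kinetic read; Read-out basis: B score from integrated Fluo4 fluorescence ratio.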
MrgX1 antagonist – human MrgX1 receptor antagonism, primary screen; AID 588676; actives 1.3% (n = 310,000); B-score at 10 µM; MRGX1-HEK293 calcium flux, Fluo-4, BAM8-22 antagonism; hits give low values;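 active = calcium-response B-score plate-corrected more than 3 library SD below zero, starting fluorescence within 5 deviations, no agonist response on first addition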;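 note: peak minus trough fluorescence over baseline after final BAM8-22 challenge near maximal dose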
TRPC4 agonist – activators of mouse TRPC4 channel; B-score at 10 µM; Q9QUQ5; actives 0.49% (n = 310,000); AID 2237; HEK293 TRPC4beta/mu-opioid, Fluo4 calcium fluorescence; hits give high values;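 active = B-score above 5 SD of library B-scores, and initial fluorescence ratio not above library mean plus 5 SD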;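 note: positive B-score marks a calcium rise read as TRPC4 activation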
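Material: TRPC4beta and mu-opioid receptor HEK293 stable cells | Incubation: 45 min room-temperature Fluo4 loading, 110 s read | Detection: Kinetic Fluo4 calcium fluorescence | Measure: Integrated baseline-normalised fluorescence ratio, converted to per-well B score | Benchmarks: Low control buffer alone, high control maximal DAMGO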
MrgX1 allo act – human MrgX1 positive allosteric modulation, primary screen | MrgX1-HEK293, Fluo-4 calcium flux, FDSS; hits give high values | B-score at 10 µM | actives 0.63% (n = 310,000);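 active = plate-corrected calcium response at least 3 library SD above typical, normal starting fluorescence, not activating the receptor alone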;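 note: compound read alongside a low EC10 to EC30 dose of BAM8-22 agonist; peak minus trough fluorescence over baseline measured at the second addition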
MrgX1 agonist – activates human MrgX1 receptor signaling | Q96LB2 | MrgX1-HEK293 cells, Fluo-4 calcium fluorescence, agonist mode; hits give high values | B-score at 10 µM | actives 0.44% (n = 310,000) | AID 588627;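 active = calcium response B-score plate-corrected fluorescence ratio at least 3 library SD, with starting fluorescence B-score inside 5 SD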
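System – MrgX1-expressing HEK293 cells · Incubation – cells plated overnight, dye loaded 0.5 h 37 °C, 0.5 h room temperature · Technique – kinetic Fluo-4 NW fluorescence of intracellular calcium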
ANO1 activ – activates or potentiates the mouse TMEM16A chloride channel. HEK293 TMEM16A/YFP-H148Q/I152L, iodide quench fluorescence; hits give low values. B-score at 10 µM. actives 0.3% (n = 340,000). AID 623877;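 active = fluorescence-ratio B-score plate-corrected deviation score at least 3 library SD below zero, with starting fluorescence score within 5 deviations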;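 note: channel opened by trigger with iodide after compound preincubation; score built on the fluorescence ratio of max minus min over baseline; more negative score means more quench and so TMEM16A activation or potentiation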
TRPC6 inhibitor – inhibitors of mouse TRPC6 channel; B-score at 10 µM; actives 1.1% (n = 310,000); Q61143; HEK293-TRPC6, membrane potential dye, ACh-evoked depolarization; hits give low values;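 active = B-score under library mean minus 3 SD, initial fluorescence not abnormally high, positive integrated signal ratio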;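 note: B-score derived from integrated fluorescence ratio over the kinetic read; more negative B-score means stronger inhibition of depolarization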
TRPC6 activator – activates the mouse TRPC6 cation channel; Q61143; HEK293-TRPC6 membrane potential dye fluorescence; hits give high values; B-score at 10 µM; actives 0.13% (n = 310,000); AID 2550;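 active = B-score of the integrated fluorescence ratio above library mean plus 3 SD, and starting fluorescence ratio within library mean plus 5 SD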;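 note: higher score means more depolarization so channel activation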
TRPC4 PAM – TRPC4 (mouse) allosteric potentiation; B-score at 10 µM; HEK293 TRPC4beta/mu-opioid, DAMGO EC20, Fluo-4 Ca2+ flux; hits give high values; AID 2227; Q9QUQ5; actives 0.42% (n = 310,000);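 active = B-score of calcium response area above 5 SD of library B-scores, with initial fluorescence ratio within 5 SD of library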;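 note: B-score of integrated fluorescence ratio over time as area under calcium response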
SKKanGAS inh – blocks kanamycin growth of S. pyogenes SKKanGAS strain; BacTiter-Glo, 6 h; inhibition, % at 7.5 µM; actives 1.3% (n = 300,000);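 active = mean replicate score, as percent of positive control median, at least 50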;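 note: strain carries kanamycin resistance gene driven by streptokinase promoter and grows in 40 µg/ml kanamycin; loss of luminescence reflects streptokinase promoter inhibition or plain growth inhibition; 0% = median of DMSO wells and 100% = positive control at its reference dose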
TMEM16A inh – mouse TMEM16A channel inhibition, primary screen; normalized B-score (activity score, 25-100; higher = stronger inhibition) at 10 µM; Q8BHY3; HEK293 TMEM16A/YFP iodide influx fluorescence, ionomycin; actives 1.2% (n = 310,000);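 active = ratio plate-corrected score three or more library SD toward inhibition, starting fluorescence score within five deviations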;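 note: score derived from kinetic fluorescence span divided by baseline fluorescence per well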
* marks the source's active call; other numbers are inactive results; i = inactive; nt = no result given.

Values run as follows: TRPC4 inh	MrgX1 antagonist	TRPC4 agonist	MrgX1 allo act	MrgX1 agonist	ANO1 activ	TRPC6 inhibitor	TRPC6 activator	TRPC4 PAM	SKKanGAS inh	TMEM16A inh
O=C(Nc1cccc(Cl)c1)Nc1ccccc1C(=O)O
 : i	i	i	i	i	i	i	i	i	6	i
CCN1C(=O)C2(C(C(=O)c3ccc(C)o3)=C(O)C(=O)N2CCCN2CCOCC2)c2ccccc21 (stereo not given)
 : i	i	i	i	i	i	i	i	i	0	i
c1ccc(CSc2nnc3c4ccccc4c4ccccc4c3n2)cc1
 : i	i	i	i	i	nt	i	i	i	6	i
CCOC(=O)c1ccc(NC(=O)CNC(=O)C2CCCCC2)cc1
 : i	i	i	i	i	i	i	i	i	1	i
COc1ccc(/C(C)=N/N2CCCCC2)c(O)c1
 : i	i	i	i	i	i	i	i	i	0	i
CC#CC(=O)N1CCCC(C(=O)c2ccc(SC)cc2)C1 (stereo not given)
 : i	i	i	i	i	i	i	i	i	-1	i
Cn1c(C(O)c2ccccc2)nc(Cl)c1Cl (stereo not given)
 : i	i	i	i	i	i	i	i	i	-6	i
Cc1ccc(N2C(=O)C3ON(c4ccccc4)C(c4ccncc4)C3C2=O)c(C)c1 (stereo not given)
 : i	i	i	i	i	i	i	i	i	-2	i
CCNC(=O)Cn1cc(C(F)(F)F)cc(Cl)c1=O
 : i	i	i	i	i	i	i	i	i	-5	i
COC(=O)c1ccccc1NC(=O)C(CCS(C)(=O)=O)NC(C)=O (stereo not given)
 : i	i	i	i	i	i	i	i	i	5	i
COc1ccc(OC)c(S(=O)(=O)N2CCC(C(=O)NC3CC3)CC2)c1
 : i	i	i	i	i	i	i	i	i	2	i
CC(=O)Nc1ccc(C(=O)N/N=C(\C)CC(=O)Nc2ccc(OCc3ccccc3)cc2)cc1
 : i	i	i	i	i	i	i	i	i	-9	i
CCOC(=O)c1ccc2ncc(C(=O)OCC)c(NCCCN3CCOCC3)c2c1
 : i	i	i	i	i	i	-6.8*	i	i	-2	i
Nc1cccc(CCc2nc3ccccc3[nH]2)c1
 : i	i	i	i	i	i	i	i	i	6	i
COc1ccc(NC(=O)CCn2c(=O)c3cccn3c3ccccc32)c(OC)c1
 : i	i	i	i	i	i	i	i	i	-8	i
CCOC(=O)NC(NC(=S)Nc1ccc(OC)cc1)C(Cl)(Cl)Cl (stereo not given)
 : i	i	i	i	i	i	i	i	i	1	i
O=C(Nc1cccnc1)C1CCCN(c2ncnc3c2nc2n3CCCCC2)C1 (stereo not given)
 : i	i	i	i	i	i	i	i	i	-3	i
CSc1nc(C)cc(OCC(=O)N2CCOCC2)n1
 : i	i	i	i	i	i	i	i	i	0	i
CCOC(=O)c1[nH]c2ccccc2c1NC(=O)Nc1ccc(OC)cc1
 : i	i	i	i	i	i	i	i	i	-8	i
O=C(Nc1ccccc1Oc1ccccc1)c1cccs1
 : i	i	i	i	i	i	i	i	i	-4	i
COc1ccc(OC)c(NC(=O)COc2ccc(Br)cc2)c1
 : i	i	i	i	i	i	i	i	i	-13	i
CCn1nc(C)c(CNC(=O)Nc2ccc3c(c2)OCO3)c1C
 : i	i	i	i	i	i	i	i	i	-2	i
COC(=O)NCc1ccc(Cl)c(Cl)c1
 : i	i	i	i	i	i	i	i	i	0	i
Cc1ccc2nc(C3CCCN(C(=S)Nc4cccc(C)c4C)C3)[nH]c2c1 (stereo not given)
 : i	i	i	i	i	i	i	i	i	-1	i
O=C(/C=C/c1ccc2ccccc2n1)c1cc(Cl)ccc1O
 : i	i	i	i	i	i	i	i	i	3	i
COc1cc(C2NCC(c3ccc(Cl)cc3Cl)c3c2[nH]c2ccccc32)cc(OC)c1OC (stereo not given)
 : i	i	i	i	i	i	i	i	i	40	i
CC(C)c1ccc2[nH]c3c(c2c1)CCCC3=O
 : i	i	i	i	i	i	i	i	i	-4	i
C/C(=N/N=C(/N)SCc1ccccc1)C(C)(C)C
 : i	i	i	9.9*	i	i	i	i	i	0	i
CC1CC(C)CN(c2nc3c(c(=O)n(C)c(=O)n3C)n2C)C1 (stereo not given)
 : i	i	i	i	i	i	i	i	i	-5	i
CCN(CC(=O)NCc1ccc(F)cc1)C(=O)CN1CCN(c2ccccc2OC)CC1
 : i	i	i	i	i	i	i	i	i	4	i
CCOc1ccc(NC(=O)CN2CCN(C3c4ccccc4-c4ccccc43)CC2)cc1
 : i	i	i	i	i	i	i	i	i	15	i
COc1ccc(/C=C2\CCC(C3CCCC3)C2=O)cc1OC (stereo not given)
 : i	i	i	i	i	i	i	i	i	-1	i
Cc1ccc(Cn2c(C3CCCN3c3nc(-c4ccc(F)cc4)cs3)nc3cc(C(F)(F)F)ccc32)cc1 (stereo not given)
 : i	i	i	i	i	-9.5*	i	i	i	24	i
CC1CCCCC1NC(=O)C1Cc2ccccc2CN1S(C)(=O)=O (stereo not given)
 : i	i	i	i	i	i	i	i	i	-2	i
CCOC(=O)Cc1nn2c(=O)cc(C)nc2s1
 : i	i	i	i	i	i	i	i	i	4	i
Cc1ccc(NC(=O)CSc2nnc(C)c(=O)n2N)cc1Cl
 : i	i	i	i	i	i	i	i	i	2	i
Cc1ccc(NC(=O)Cc2ccc(Cl)cc2)nc1
 : i	i	i	i	i	i	i	i	i	1	i
CC1CN(C2CCN(C(=O)c3cccc(Cl)c3)CC2)CC(C)O1 (stereo not given)
 : i	i	i	i	i	i	i	i	i	6	i
COc1ccc(-c2nn(-c3ccccc3)cc2C(=O)Nc2nccs2)cc1OC
 : i	i	i	i	i	i	i	i	i	35	i
COc1ccc(-n2c(SCC(=O)NNC(=O)c3ccc(C)cc3)nnc2-c2ccncc2)cc1
 : i	i	i	i	i	i	i	i	i	-2	i
Cc1ccc(S(=O)(=O)N2CCCC(C(=O)NCc3ccco3)C2)cc1Cl (stereo not given)
 : i	i	i	i	i	i	i	i	i	1	i
COc1ccc(C2C(Oc3ccccc3C)C(=O)N2Cc2ccc(F)cc2)cc1OC (stereo not given)
 : i	i	i	i	i	i	i	i	i	-5	i
CC1(C(=O)NC2CCCC2)CCC(=O)N1Cc1ccccc1Cl (stereo not given)
 : i	i	i	i	i	i	i	i	i	14	i
CCOC(=O)c1ccc(N(C(=O)c2cnccn2)C(C(=O)NC2CCCCC2)c2cn(C)nc2C)cc1 (stereo not given)
 : i	i	i	i	i	i	i	i	i	1	i
CCC1=NN(C(=O)c2ccccc2O)C(O)(c2ccccc2)C1 (stereo not given)
 : i	i	i	i	i	i	i	i	i	54*	25*
COC(=O)c1cc(C(=O)OC)cc(-n2c(C)cc(C(=O)CC#N)c2C)c1
 : i	i	i	i	i	i	i	i	i	11	i
CCOCCCNC(=O)c1ccccc1NC(=O)C1=C(C)OCCS1
 : i	i	i	i	i	i	i	i	i	-3	i
COc1ccc(-c2cc(N3C(=O)Nc4ccccc4N3O)n[nH]2)cc1
 : i	i	i	i	i	i	i	i	i	8	i
Cc1ccc(S(=O)(=O)N2CCCC2)cc1C(=O)NC1CCCCC1
 : i	i	i	i	i	i	i	i	i	-2	i
CN(Cc1ccc(F)cc1)C(=O)c1ccc2c(c1)NC(=O)CS2
 : i	i	i	i	i	i	i	i	i	-18	i

Going on with the list.
Values run as follows: TRPC4 inh	MrgX1 antagonist	TRPC4 agonist	MrgX1 allo act	MrgX1 agonist	ANO1 activ	TRPC6 inhibitor	TRPC6 activator	TRPC4 PAM	SKKanGAS inh	TMEM16A inh
Cc1ccc(NNC(=O)c2snnc2C)cc1Cl
 : i	i	i	i	i	i	i	i	i	5	i
C(=N\n1cnnc1)/c1cccs1
 : i	i	i	i	i	i	i	i	i	4	i
COC(CNC(=O)c1ccc(Cn2c(=S)[nH]c3cc4c(cc3c2=O)OCO4)cc1)OC
 : i	i	i	i	i	i	i	i	i	1	i
Cn1cnnc1SCC(=O)Nc1ccccc1
 : i	i	i	i	i	i	i	i	i	-1	i
COc1ccc(Cc2nnc(NS(=O)(=O)c3ccc(NC(C)=O)cc3)s2)cc1
 : i	i	i	i	i	i	i	i	i	-1	i
CCN(CC)c1nc(Nc2ccccc2)nc(Oc2ccc(C(=O)OC)cc2)n1
 : i	i	i	i	i	i	i	i	i	11	i
CC(C)(C)C(=O)Nc1cccc2[nH]ncc12
 : i	i	i	i	i	i	i	i	i	0	i
CC(=O)Nc1cccc(NS(=O)(=O)c2cc3c4c(c2)CCN4C(=O)CC3)c1
 : i	i	i	i	i	i	i	i	i	0	i
O=C(O)c1cc(-c2ccc(Cl)s2)[nH]n1
 : i	i	i	i	i	i	i	i	i	3	i
Cc1cccc2c1cnn2C(=O)Nc1cc(F)ccc1F
 : i	i	i	i	i	i	i	i	i	-2	i
COc1ccc(OC)c(C=Nc2ccccc2-c2nc3ccccc3[nH]2)c1
 : i	i	i	i	i	i	i	i	i	9	i
Cc1nnc(SCC(=O)Nc2cccc(S(=O)(=O)N(C)c3ccccc3)c2)s1
 : i	i	i	i	i	i	i	i	i	-14	i
CC(=O)Nc1ccc(S(=O)(=O)NNC(=O)c2ccc3c(c2)OCO3)cc1
 : i	i	i	i	i	i	i	i	i	-7	i
O=C(OC1CCCCC1=O)c1ccc(S(=O)(=O)Nc2ccccc2)cc1 (stereo not given)
 : i	-5.4*	i	i	i	i	i	i	i	-1	i
Cc1ccc(SCCSc2nc(N)cc(=O)[nH]2)cc1
 : i	i	i	i	i	i	i	i	i	0	i
COc1ccc(C2Nc3ccccc3C(=O)N2Cc2ccccc2)cc1CSc1ccccn1 (stereo not given)
 : i	i	i	i	i	i	i	i	i	7	i
CC(C)[C@H](NC(=O)c1ccccc1)C(=O)N1CCc2ccccc21
 : i	i	i	i	i	i	i	i	i	7	i
CCN(CC(=O)Nc1c(F)cccc1F)C(=O)c1cc(-c2cccs2)nn1-c1ccccc1
 : i	i	i	i	i	i	i	i	i	8	i
O=C(O)CNC(=S)N(Cc1ccco1)Cc1ccccc1Cl
 : i	i	i	i	i	i	i	i	i	4	i

The order is random; 6.7% or so of the library scored in one or more.
